Compound activity: PubChem, Sanford-Burnham Center for Chemical Genomics
mIAP inh = blocks mouse intestinal alkaline phosphatase; purified mouse IAP, CDP-Star luminescence, 30 min; inhibition, % at 10 µM; hit rate 0.2% among 330,000; AID 2806;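 active = inhibition of at least 40% at 10 µM in the primary screen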;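 note: plate controls were DMSO with enzyme for no effect and no enzyme wells for full effect; values of inactives mirror those of a sister screen read the other way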
ATG4B inh = inhibitors of human ATG4B cysteine protease; Q9Y4P1; ATG4B cleavage of LC3-PLA2, NBD-HPC fluorescence, 1 h; inhibition, % at 8.33 µM; hit rate 0.51% among 340,000; AID 504462; in the data active = inhibition above about 40%
A3G deaminase = inhibitors of human APOBEC3G DNA deaminase. Q9HC16. recombinant A3G, ssDNA deamination FAM/TAMRA fluorescence. inhibition, % at 20 µM. hit rate 0.28% among 330,000;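 active = inhibition of at least 40% at 20 µM, with no more than 30% in the related APOBEC3A deaminase screen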;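 note: plate controls were DMSO wells with A3G for no effect and wells lacking A3G enzyme for full effect; some compounds called inactive have numbers as strong as hits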
Target sequence (Q9HC16 whole entry, looked up): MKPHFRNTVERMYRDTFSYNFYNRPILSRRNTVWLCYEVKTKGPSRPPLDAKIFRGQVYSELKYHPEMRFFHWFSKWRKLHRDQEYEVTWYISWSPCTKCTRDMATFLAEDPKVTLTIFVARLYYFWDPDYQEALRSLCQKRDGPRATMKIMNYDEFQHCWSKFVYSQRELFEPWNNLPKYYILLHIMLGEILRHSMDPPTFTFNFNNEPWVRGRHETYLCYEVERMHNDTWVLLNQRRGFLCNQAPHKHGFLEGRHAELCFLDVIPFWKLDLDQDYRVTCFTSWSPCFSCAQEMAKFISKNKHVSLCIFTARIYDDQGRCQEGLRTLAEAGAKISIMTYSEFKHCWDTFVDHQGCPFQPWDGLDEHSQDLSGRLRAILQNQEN
MPTP inh = permeability transition pore inhibition | hit rate 1.4% among 360,000 | isolated mouse mitochondria, Ca2+ swelling absorbance, 30 min | inhibition, % at 10 µM | AID 602449;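 active = inhibition of 50% or more, scaled per plate between neutral and stimulator controls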;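 note: 0% = DMSO wells given calcium and 100% = 1 mM EGTA wells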
hIAP act = increases human intestinal alkaline phosphatase activity; purified human IAP, CDP-Star luminescence, 30 min; active compounds read high; 1 = vehicle-only enzyme, 0 = enzyme-free background; activation factor at 10 µM; hit rate 0.16% among 330,000;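 active = activation factor of the enzyme at least 2-fold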; note: the source names both 10 and 20 µM as test concentration; values of inactives mirror those of a sister screen read the other way
Target sequence (P09923 whole entry, looked up): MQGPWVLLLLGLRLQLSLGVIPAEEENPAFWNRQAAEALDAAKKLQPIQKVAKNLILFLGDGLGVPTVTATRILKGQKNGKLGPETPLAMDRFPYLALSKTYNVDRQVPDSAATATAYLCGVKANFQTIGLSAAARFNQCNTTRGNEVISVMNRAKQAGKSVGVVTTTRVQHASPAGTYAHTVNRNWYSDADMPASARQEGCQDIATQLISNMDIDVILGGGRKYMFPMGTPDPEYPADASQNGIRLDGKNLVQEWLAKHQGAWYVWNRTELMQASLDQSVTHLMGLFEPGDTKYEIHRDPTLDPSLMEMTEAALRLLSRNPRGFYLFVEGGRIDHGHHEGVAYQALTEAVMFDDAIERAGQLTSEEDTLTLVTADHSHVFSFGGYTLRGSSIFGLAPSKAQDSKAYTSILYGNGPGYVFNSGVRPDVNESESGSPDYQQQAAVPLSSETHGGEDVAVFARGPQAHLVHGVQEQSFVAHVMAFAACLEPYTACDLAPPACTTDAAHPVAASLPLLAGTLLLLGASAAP
APOBEC3A inh = inhibitors of human APOBEC3A DNA deaminase. hit rate 0.41% among 330,000. AID 493011. recombinant A3A, FAM/TAMRA ssDNA deamination fluorescence. inhibition, % at 20 µM;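 active = at least 40% inhibition at 20 µM here, with at most 30% in a related deaminase screen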;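 note: plate controls were A3A with DMSO for no effect and wells lacking A3A enzyme for full effect; some results filed as inactive read as strong as hits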
beta cell repl = induces beta-cell replication in MIN6 cells | MIN6 cells proliferation, ATPlite luminescence, 48 h; cells starved in 0.2% serum; 100% = growth in 10% serum | proliferation, % at 10 µM | hit rate 0.29% among 330,000 | AID 2380;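 active = compounds whose signal lies at least 3.5 SD above the mean of all wells on their plate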;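 note: 0% = DMSO-treated cells in low-serum medium and 100% = 10% serum control; some compounds called inactive have numbers as strong as hits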
mIAP activ = mouse IAP activation | AID 2805 | hit rate 0.24% among 330,000 | activation factor at 10 µM | muIAP, CDP-Star luminescence, 30 min; active compounds read high; 1 = vehicle-only enzyme signal, 0 = enzyme-free wells;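 active = activation factor of at least 2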; note: the source names both 10 and 20 µM as test concentration; values of inactives mirror those of a sister screen read the other way
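Assay system: mouse IAP enzyme / Compound: DMSO-dissolved test compounds / Timing: 30 min, room temperature / Measured by: luminescence from enzymatic CDP-Star hydrolysis / Control set: DMSO-only wells, enzyme-free buffer wells as negative control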
hIAP block = blocks human intestinal alkaline phosphatase. purified IAP, CDP-Star luminescence, 30 min. hit rate 0.12% among 330,000. P09923. inhibition, % at 10 µM. AID 2544;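 active = inhibition reaching a set limit with compound at 10 µM in the primary screen, cut at about 35% in these data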;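 note: plate controls were DMSO wells with enzyme for no effect and no-enzyme buffer wells for full effect; values of inactives mirror those of a sister screen read the other way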
* = called active by the depositor.

SMILES	mIAP inh	ATG4B inh	A3G deaminase	MPTP inh	hIAP act	APOBEC3A inh	beta cell repl	mIAP activ	hIAP block
O=C(c1ccccc1)c1c[nH]c(C(=O)NNc2cccc(Cl)n2)c1	26.9	-4.2	-3.8	0.5	1.27	-1.1	-2.4	0.731	-26.8
O=C(CSc1nnc(-c2ccc(Br)cc2)o1)Nc1cccc(C(=O)O)c1	0.0	-0.3	-11.2	-1.1	0.871	-1.0	-6.3	1	12.9
CN(C(=O)c1ccccc1C(=O)OCC(=O)c1ccccc1)c1ccccc1	2.4	2.4	-4.6	-0.2	0.95	-3.9	0.4	0.976	5.0
Cc1ccc2nc(-c3ccc(Br)cc3)cn2c1	-3.2	-1.1	-8.1	0.3	0.939	-7.1	-4.2	1.03	6.1
COCCNC(=O)CN(C(=O)Cn1nnc2ccccc21)c1ccc(C)cc1	2.5	-5.9	-5.3	-0.9	0.98	-1.2	4.3	0.975	2.0
O=C(COC(=O)c1ccc(O)cc1)c1ccc2c(c1)OCCO2	7.2	-5.5	3.7	-0.4	1.04	3.9	-6.3	0.928	-4.3
S=C(Nc1ccccc1)N1CCN(Cc2ccccc2)CC1	3.3	-1.2	-4.5	0.0	0.976	-1.8	-2.0	0.967	2.4
CC(C)[C@@H](C(=O)O)N(Cc1cccc(CN([C@H](C(=O)O)C(C)C)S(C)(=O)=O)c1)S(C)(=O)=O	-2.1	6.9	-12.9	0.6	1.39	-3.6	-6.2	1.02	-38.5
COc1ccc(C(=O)n2nc(C#N)c(C#N)c2N)cc1	5.0	-7.0	-5.1	1.9	1.01	-1.1	-3.9	0.95	-0.6
Nc1ncc(Br)cc1S(=O)(=O)Nc1cc(C(F)(F)F)cc(C(F)(F)F)c1	3.2	57.0*	4.7	85.1*	1.05	1.8	-3.9	0.968	-4.9
CCC(=O)Nc1ccc(NC(=O)CSc2nnnn2C(C)C)cc1	-1.6	-3.6	-0.3	-1.8	0.882	-1.6	-0.2	1.02	11.8
CCNc1nc(SC(C)C(=O)OC)nc(N(C)C)n1 (stereo not drawn)	1.0	-9.2	-4.2	-1.4	0.889	1.5	-3.1	0.99	11.1
O=C1CCC(C(=O)N2CCCCCC2)CN1Cc1cccc(C(F)(F)F)c1 (stereo not drawn)	0.3	-7.4	-4.2	-1.2	0.818	-2.4	0.7	0.997	18.2
Cc1ccc(C2NC(c3ccc(C)cc3)C([N+](=O)[O-])C(C)(C)C2[N+](=O)[O-])cc1 (stereo not drawn)	11.6	-17.0	-5.7	2.1	1.31	-1.0	-5.7	0.884	-31.2
COc1ccccc1N(CC(=O)Nc1ccccc1C(=O)NCC(C)C)S(C)(=O)=O	-2.0	-5.1	-3.3	0.5	0.991	-1.0	1.0	1.02	0.9
CCCn1nnc(NC(=O)c2ccccc2Cl)n1	-0.6	-1.3	-0.1	0.7	0.946	0.0	-2.3	1.01	5.4
COc1ccc(C(=O)N(C)CC(=O)Nc2cccc(F)c2)cc1S(=O)(=O)NC1CCCC1	-5.0	-1.1	-5.3	-0.1	1.13	24.3	5.4	1.05	-13.3
Cc1nc2nc(SCC(=O)c3ccccc3)[nH]c2cc1Br	7.5	-2.3	-5.4	9.9	1.1	-4.4	2.8	0.925	-9.6
COc1cc(C(=O)NC(C)c2cc(C)ccc2C)ccc1OCC(=O)N1CCOCC1 (stereo not drawn)	0.3	-6.0	4.2	-1.2	0.925	29.7	2.1	0.997	7.5
Clc1cccc(CN2CCCCCC2)c1Cl	-5.9	7.2	-3.5	0.7	0.906	-3.2	-1.6	1.06	9.4
COc1ccc(Nc2n[nH]c(N)c2C(N)=O)cc1	-2.0	-3.5	-0.4	0.8	1.1	2.6	-1.3	1.02	-10.2
O=C(NCC1CCCO1)C(c1cccs1)N(Cc1ccccc1Cl)C(=O)c1ccc(-c2ccccc2)[nH]1 (stereo not drawn)	5.9	8.0	-9.8	0.5	0.934	-1.1	-6.1	0.941	6.6
O=C(c1ccccc1)N1CCN(C(=O)N2CCOCC2)CC1	-7.7	-7.5	-1.8	-0.2	0.895	3.1	-2.0	1.08	10.5
CCOc1ccc(S(=O)(=O)N2CCCC(C(=O)N3CCOCC3)C2)cc1Cl (stereo not drawn)	-1.7	-4.7	-8.0	0.8	0.899	-3.6	-2.1	1.02	10.1
O=C(N/N=C/c1cccc([N+](=O)[O-])c1)c1cc2c(ccc3ccccc32)o1	8.2	-11.0	33.6	2.7	1.09	73.4	-3.9	0.918	-8.9
C=CCOc1ccc(/C=N/NC(=O)CN(c2cc(Cl)ccc2OC)S(=O)(=O)c2ccc(C)c([N+](=O)[O-])c2)cc1	11.2	1.1	-3.4	1.7	0.844	2.1	0.0	0.888	15.6
CCNC(=O)Cn1c(=O)c2c(ncn2Cc2ccccc2)n(Cc2ccccc2)c1=O	-10.7	-4.6	-0.9	-2.0	0.966	5.1	2.3	1.11	3.4
NC(=O)COC(=O)c1ccc(NS(=O)(=O)c2ccc3c(c2)OCCO3)cc1	-9.8	-8.2	-1.5	4.3	1.03	-1.9	-2.5	1.1	-3.4
O=C(N/N=C/c1c(F)c(F)c(F)c(F)c1F)c1cccc(S(=O)(=O)N2CCOCC2)c1	-4.2	-1.5	-5.6	0.6	1.05	-6.5	-5.7	1.04	-5.1
CC(C)CN(C(=O)CN1CCc2ccccc21)c1c(N)n(CC(C)C)c(=O)[nH]c1=O	-3.1	-5.7	-3.8	-1.6	0.999	1.0	0.1	1.03	0.1
COc1cc(CCC(=O)OCn2nnc3ccccc3c2=O)cc(OC)c1OC	-6.1	-8.9	-6.4	-0.3	0.972	-2.7	-1.7	1.06	2.8
Cc1ccc(S(=O)(=O)NC(=O)Nc2cc(C)no2)cc1	0.0	-2.6	-9.8	0.6	0.864	-4.9	-1.0	1	13.6
COc1ccc(C)cc1N(CC(=O)N1CCCC1)S(C)(=O)=O	10.5	-1.4	-4.0	-0.2	0.855	0.7	-3.5	0.895	14.5
COc1cc(C2C(Oc3ccccc3C)C(=O)N2Cc2ccc(F)cc2)cc(OC)c1OC (stereo not drawn)	0.2	-4.1	-0.8	-0.3	0.97	-0.6	-0.1	0.998	3.0
C=CCSc1n[nH]c(-c2ccc(OCCC)cc2)n1	9.5	-2.9	-9.2	40.8	0.851	0.6	-2.9	0.905	14.9
CCOc1nc(-c2ccccc2)ccc1-c1noc(-c2ccco2)n1	15.0	4.5	-5.8	-0.1	0.914	1.3	-0.5	0.85	8.6
CSCCC(NC(=O)c1ccccc1)C(=O)N(C)CC(=O)Nc1ccc(N2CCOCC2)cc1 (stereo not drawn)	6.3	2.0	-5.3	-1.6	1.14	-6.2	-2.6	0.937	-13.9
Oc1c(Cl)cc(Cl)cc1CNc1ccccn1	-4.4	-4.1	-4.8	2.0	1.26	-2.7	0.2	1.04	-25.7
Cc1cc(C)nc(N2CCC(C(=O)NC3CC3)CC2)n1	-17.2	1.9	-4.7	-1.8	0.948	3.1	0.8	1.17	5.2
COc1ccc(-n2cc(-c3ccccc3)c3c(N4CCN(CCO)CC4)ncnc32)cc1	6.8	3.6	-7.9	21.4	0.913	-3.8	-6.6	0.932	8.7
CCOc1ccccc1OCC(=O)NC1CCCCC1	-7.3	-1.9	-0.6	-1.9	1.06	3.7	-0.2	1.07	-6.0
CCCCn1nnnc1SCC(=O)Nc1ccc(N(C)C)cc1	-6.6	-13.3	-1.8	0.6	0.993	-0.6	-0.2	1.07	0.7
CCN1CCN(C(=O)CS(=O)(=O)Cc2nc(-c3ccc(C)cc3)oc2C)CC1	-1.4	-6.3	-7.0	1.1	0.867	-3.2	-3.0	1.01	13.3
O=C(CCCOc1ccccc1)n1nnc2ccccc21	1.2	-4.8	-4.6	-0.2	0.856	0.3	-1.3	0.988	14.4
C#CC(CC)(CC)NC(=O)c1c(C)noc1C	1.2	-0.7	-4.9	-1.4	0.87	4.0	-0.8	0.988	13.0
COC(=O)c1sc(NC(=O)COC(=O)C2CCC2)c(C(=O)OC)c1C	6.5	-6.2	-12.8	-0.1	0.908	-5.8	-0.2	0.935	9.2
COC(=O)c1c(NC(=O)c2ccoc2C)sc(C)c1C	3.2	5.1	-4.0	1.1	0.91	-1.7	3.3	0.968	9.0
CCOc1ncccc1C(=O)Nc1ccc(-c2cn3ccsc3n2)cc1	2.6	3.1	-4.7	1.5	0.96	-1.7	0.3	0.974	4.0
O=C(CCC1CCCC1)N=C1SC2CS(=O)(=O)CC2N1Cc1ccccc1 (stereo not drawn)	6.7	4.0	-4.2	-2.8	0.779	-5.5	-5.1	0.933	22.1
Cc1ccnc(NC(c2ccncc2)c2c(C)[nH]c3ccccc23)c1 (stereo not drawn)	8.1	-6.0	-7.8	1.0	0.97	-1.5	-2.4	0.918	3.0

Given with bars between the fields: 11 of the compounds above
molecule | mIAP inh | ATG4B inh | A3G deaminase | MPTP inh | hIAP act | APOBEC3A inh | beta cell repl | mIAP activ | hIAP block
Oc1c(Cl)cc(Cl)cc1CNc1ccccn1 | -4.4 | -4.1 | -4.8 | 2.0 | 1.26 | -2.7 | 0.2 | 1.04 | -25.7
Cc1cc(C)nc(N2CCC(C(=O)NC3CC3)CC2)n1 | -17.2 | 1.9 | -4.7 | -1.8 | 0.948 | 3.1 | 0.8 | 1.17 | 5.2
COc1ccc(-n2cc(-c3ccccc3)c3c(N4CCN(CCO)CC4)ncnc32)cc1 | 6.8 | 3.6 | -7.9 | 21.4 | 0.913 | -3.8 | -6.6 | 0.932 | 8.7
CCOc1ccccc1OCC(=O)NC1CCCCC1 | -7.3 | -1.9 | -0.6 | -1.9 | 1.06 | 3.7 | -0.2 | 1.07 | -6.0
CCCCn1nnnc1SCC(=O)Nc1ccc(N(C)C)cc1 | -6.6 | -13.3 | -1.8 | 0.6 | 0.993 | -0.6 | -0.2 | 1.07 | 0.7
CCN1CCN(C(=O)CS(=O)(=O)Cc2nc(-c3ccc(C)cc3)oc2C)CC1 | -1.4 | -6.3 | -7.0 | 1.1 | 0.867 | -3.2 | -3.0 | 1.01 | 13.3
O=C(CCCOc1ccccc1)n1nnc2ccccc21 | 1.2 | -4.8 | -4.6 | -0.2 | 0.856 | 0.3 | -1.3 | 0.988 | 14.4
C#CC(CC)(CC)NC(=O)c1c(C)noc1C | 1.2 | -0.7 | -4.9 | -1.4 | 0.87 | 4.0 | -0.8 | 0.988 | 13.0
COC(=O)c1sc(NC(=O)COC(=O)C2CCC2)c(C(=O)OC)c1C | 6.5 | -6.2 | -12.8 | -0.1 | 0.908 | -5.8 | -0.2 | 0.935 | 9.2
COC(=O)c1c(NC(=O)c2ccoc2C)sc(C)c1C | 3.2 | 5.1 | -4.0 | 1.1 | 0.91 | -1.7 | 3.3 | 0.968 | 9.0
CCOc1ncccc1C(=O)Nc1ccc(-c2cn3ccsc3n2)cc1 | 2.6 | 3.1 | -4.7 | 1.5 | 0.96 | -1.7 | 0.3 | 0.974 | 4.0

Not a hit list. Share with any hit: about 3.3%.
